# Bioassay records from PubChem.
# HT1080NT lethal = kills 2HG-producing HT-1080-NT fibrosarcoma cells. AID 686970. hit rate 1.6% among 360,000. HT-1080-NT fibrosarcoma viability, CellTiter-Glo ATP luminescence, 48 h. Potency, µM (doses to about 46.1 µM), for the others: at the highest dose activity, negative = less viability, actives largely listed as cytotoxic;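 further: NT is the 2HG producing partner of a matched IDH1 knockdown line; potency means the concentration at half of the fitted maximal effect; 0% = DMSO-treated cells and -100% = media-only wells without cells; nearly all actives have a fitted effect of over 55% in size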
#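 Compounds were tested in concentration-response format on HT-1080-NT cells for 48 hours at 37 degrees C. Cell viability came from CellTiter-Glo luminescence; curves were classified by r2, response magnitude and activity.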
# ATXN viability = viability counter-screen for ATXN expression inhibitors; S2 cells (HEK-293 line with an ATXN2-luciferase reporter) viability, CellTiter-Fluor protease fluorescence, 24 h; Potency, µM (highest dose often 56.7 µM), usual class: cytotoxic; hit rate 0.49% among 400,000; further: potency means the concentration at half of the fitted maximal effect; nearly all actives have a fitted effect of over 40% in size
# HT1080 IDH1KD tx = kills HT-1080 cells with IDH1 knockdown; HT-1080 IDH1 knockdown viability, ATP luminescence, 48 h; Potency, µM (doses to about 46.1 µM), for the others: at the highest dose activity, negative = toxicity, most hits filed as cytotoxic; hit rate 2% among 360,000; AID 686971;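 further: potency means the concentration at half of the fitted maximal effect; 0% = DMSO wells and -100% = cell-free medium wells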
#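 IDH1KD HT-1080 cells, 750/well, RPMI + 5% FBS; compound pinned after 2 h settling; 48 h, 37 °C; CellTiter-Glo luminescence; % activity normalised to DMSO and no-cell wells; curves fitted, classed by r2 and efficacy.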
# IL1B secr inh = blocks inflammasome-driven IL-1 beta release; THP-1 LPS/ATP IL-1B secretion, AlphaLISA, 16 h; hits give low values; activity change, % at 57.5 µM; hit rate 4.7% among 360,000; AID 743279; in the data active means activity change below about -50%; inconclusive means mostly about -30% to -49%; further: on the % scale 0 is the no-effect control and ±100 the full control effect
#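 THP-1 cells pretreated 1 hr with compounds (up to 57.5 uM final), then stimulated with LPS (250 ng/mL final) plus ATP (1.25 mM final); secreted IL-1B measured by AlphaLISA after 16 hr, decreased signal indicating inhibition.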
# KB-V1 cytotox = kills drug-selected multidrug resistant KB-V1 cells; KB-V1 MDR cells viability, CellTiter-Glo, 72 h; Potency, µM (highest dose often 46.1 µM), inactives show at the top dose activity change, negative = cytotoxicity, most hits filed as cytotoxic; hit rate 3.4% among 400,000; further: potency means the concentration at half of the fitted maximal effect; on the % scale 0 is the no-effect control and ±100 the full control effect; nearly all actives have a fitted effect of over 60% in size
#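 Luminescent ATP read-out (CellTiter-Glo, 10 min) measures survival of drug-selected KB-V1 MDR cells after 72 h, 37 degrees C compound exposure. Medium: phenol-red-free DMEM, 10% FBS. Values from fitted concentration-response curves.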
# KB-3-1 tox = kills parental KB-3-1 adenocarcinoma cells; KB-3-1 viability, CellTiter-Glo ATP luminescence, 72 h; Potency, µM (series often up to 46.1 µM), inactives show at the top dose activity change, negative = cytotoxic, usual class: cytotoxic; AID 1347075; hit rate 1.4% among 400,000; further: potency means the concentration at half of the fitted maximal effect; on the % scale 0 is the no-effect control and ±100 the full control effect; nearly all actives have a fitted effect of over 60% in size
#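 Cells are dispensed, compounds pinned in, plates held at 37 °C for 72 h, then CellTiter-Glo is added and luminescence read after 10 minutes. Cell line: parental KB-3-1 in phenol-red-free DMEM, 10% FBS.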
# MCF10A rerep = DNA re-replication induction in MCF 10a cells; MCF 10A DNA re-replication, Hoechst nuclear intensity, 48 h; Potency, µM (top dose mostly 46.1 µM), for the others: at the highest dose activity, positive = re-replication, most hits filed as activators; hit rate 2.9% among 350,000; further: potency means the concentration at half of the fitted maximal effect; % of control where 0% means no effect; nearly all actives have a fitted effect of over 50% in size
# SW480 rerep = DNA re-replication induction in SW480 cells | SW480 DNA re-replication, Hoechst DNA content imaging, 48 h | Potency, µM (series often up to 46.1 µM), for inactives: top-dose re-replication activation, most hits filed as activators | hit rate 1.8% among 340,000 | AID 624297; further: potency means the concentration at half of the fitted maximal effect; % of control where 0% means no effect; nearly all actives have a fitted effect of over 55% in size
#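 Cells (250 per well) received 23 nL compound or DMSO by pin tool and were kept 48 hr at 37 C, 5% CO2. Nuclei were then stained with Hoechst for 40 min and scanned for DNA content.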
# ATXN2 expr inh = ATXN2 expression inhibition; hit rate 0.72% among 360,000; HEK-293 ATXN2-luciferase reporter, luminescence, 24 h; Potency, µM (titrated, usually from 57 µM), inactives show top-dose activity change, negative = inhibition, most hits filed as inhibitors; further: potency means the concentration at half of the fitted maximal effect; on the % scale 0 is the no-effect control and ±100 the full control effect; nearly all actives have a fitted effect of over 55% in size
#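 ATXN2-luciferase reporter cells (luciferase flanked by upstream and downstream ATXN2 gene portions) were treated 24 h at 37 °C with compounds at up to 57 uM. SteadyGlo luminescence gave expression; GF-AFC fluorescence gave viability.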
# * marks the source's active call; other numbers are inactive results; i = inactive; ? = inconclusive; · = not tested or not shown; [ ] = remark or other dose. Unless noted, the call rests on the fitted dose curve; in most records, active means well fitted curve in the direction sought with a large enough effect; inconclusive means small, poorly fitted or top-dose-only effect, or another doubt; inactive means no such curve, though single readings can be large; an effect the other way counts as inactive or inconclusive.
Compound	HT1080NT lethal	ATXN viability	HT1080 IDH1KD tx	KB-3-1 tox	KB-V1 cytotox	SW480 rerep	ATXN2 expr inh	MCF10A rerep	IL1B secr inh
CCN(CC)CCCNC(=O)c1ccc2nc(CCc3ccccc3)oc2c1	·	i	·	-21%	-11%	·	10%	·	·
COc1cc2[nH]c(=O)n3nc(-c4ccccc4)nc3c2cc1OC	1%	i	5%	26%	0%	-1%	?	-1%	9
O=C(OCC(=O)c1ccc[nH]1)C1=COCCO1	-1%[9.24 µM]	i	11%	0%	-20%	-9%	6%	3%	0
CCCNC(=O)C1(C)CCCN(CC(=O)c2ccccc2OC)C1 (centres undefined)	18%	i	0%	0%	5%	·	11%	·	20
O=C1CC(NCc2ccncc2)C(=O)N1c1ccc(Cl)cc1 (centres undefined)	-19%	i	-2%	1%	-6%	-3%	-3%	-1%	8
O=C1CSC(c2ccc([N+](=O)[O-])cc2)N1c1ccccc1F (centres undefined)	3%	i	-1%	-6%	23%	-15%	-15%	-5%	4
O=C(c1cc(-c2ccccc2O)on1)N1CCCCCC1	10%	i	2%	13%	0%	-4%	49%[activator]	0%	-8
COc1ccc2occ(CC(=O)Nc3ccc(S(=O)(=O)Nc4nccc(C)n4)cc3)c2c1	·	i	·	2%	16%	·	5%	·	·
Cc1cccc(NC(=S)NCc2cccs2)c1C	0%	i	-2%	0%	-6%	-1%	3%	2%	?
Cc1ccc(CNS(=O)(=O)c2ccc3c(c2)n(C)c(=O)n3C)cc1	2%	i	-17%	-1%	-16%	10%	-15%	-2%	6
COc1ccc(-c2cccc(NS(=O)(=O)c3ccc([N+](=O)[O-])cc3)c2)nn1	5%	i	6%	-24%	13µM*	-7%	4%	13%	10
O=C(NC1CCCCCC1)C1c2ccccc2C(=O)N1C1CC1 (centres undefined)	-14%[9.24 µM]	i	-17%	-12%	-8%	-3%	-7%	0%	-14
CCn1c(SCC(=O)Nc2cc(C)c(Cl)cc2OC)nnc1-c1ccco1	?	i	?	-7%	?	5%	-27%	?	-15
CSc1ccccc1C(=O)NCCCOC(C)C	19%	i	-4%	6%	7%	-19%	7%	1%	9
CCCCCn1cc2c(c1-c1ccc(Br)cc1)c(=O)n(C)c(=O)n2C	·	i	·	-13%	-16%	·	1%	·	·
Cc1noc(C)c1C(=O)N1CCC(CO)(Cc2ccccc2)CC1	4%	i	-5%	-1%	-24%	0%	3%	4%	5
O=C(CC12CC3CC(CC(C3)C1)C2)NC(Cc1ccccc1)C(=O)O (centres undefined)	-2%	i	-9%	-1%	?	3%	-10%	-5%	13
Cc1c(NC(=O)c2n[nH]c(=O)c3ccccc23)c(=O)n(-c2ccccc2)n1C	4%	i	-1%	?	-4%	-5%	3%	-2%	2
Fc1cccc(Cl)c1Cn1nnc(-c2ccc(N3CCOCC3)cc2)n1	19%	i	17%	-3%	-5%	-1%	0%	23%	-19
O=C(Cc1ccc(Br)cc1)NC1CCSC1=O (centres undefined)	3%	i	0%	0%	8%	1%	-28%	2%	-8
O=C(NC1CCSC1=O)c1cccc(C(=O)NC2CCSC2=O)c1 (centres undefined)	12%	i	13%	-3%	-9%	-6%	2%	0%	0
COc1ccc(OCc2ccc(-c3nc(C#N)c(NCc4ccccc4)o3)o2)cc1	·	i	·	-22%	-13%	·	-16%	·	·
CCN1C(=O)[C@H]2[C@@H](c3ccc(-c4ccc(F)cc4)cc3)N[C@@](Cc3ccccc3)(C(=O)OC)[C@H]2C1=O	1%	i	-6%	-27%	0%	?	-3%	?	?
Cc1ccc2c(c1)N(C(C)C(=O)NCCc1ccccc1)C(=O)CO2 (centres undefined)	-5%	i	0%	1%	-10%	1%	24%	1%	-27
COc1ccc(NS(=O)(=O)c2ccc(Cl)c(C(=O)O)c2)cc1S(=O)(=O)N1CCCCC1	-1%	i	3%	5%	18%	-73%[inhibitor]	·	4%	5
CC(=O)N/C(=C/c1ccc2c(c1)OCO2)C(=O)Nc1ccccc1	11%	i	13%	-3%	0%	2%	36%	0%	-2
C1CCN(C2CCN(c3nc4nonc4nc3N3CCSCC3)CC2)C1	17%	i	-1%	2%	7%	26%	-3%	10%	-1
O=C(N/N=C/c1ccncc1)c1cc2ccccc2cc1O	5%	i	-16%	-3%	42%	1%	-8%	-1%	?
Cc1ccc2c(c1)[nH]c1c(=O)n(CCN3CCCCC3)cnc12	0%	i	1%	1%	-8%	-2%	0%	-3%	14
CC(=O)N1CCCc2ccc(NS(=O)(=O)c3ccc(C)c(C)c3)cc21	-11%	i	-2%	?	?	2%	-16%	10%	29
CC(=O)Nc1ccc(NC(=O)C(C)Sc2nnc(-c3cccs3)o2)cc1 (centres undefined)	16%	i	10%	12%	-2%	2%	8%	4%	4
CCc1c(C)sc2c1CCN(Cc1ccc(F)cc1)C2c1ccccc1 (centres undefined)	·	?	·	?	0%	·	?	·	·
O=C(COC(=O)c1ccc(F)c(S(=O)(=O)N2CCOCC2)c1)Nc1ccc2c(c1)OCO2	-5%	i	0%	19%	0%	3%	-7%	7%	9
COC(=O)c1ccc(NC(=O)CN(c2ccc(C)cc2)S(=O)(=O)c2c(C)nn(C)c2C)cc1	0%	?	-4%	-8%	?	0%	2%	7%	25
CCOC(=O)Cc1csc(SCC(=O)Nc2cc(Cl)ccc2Oc2ccccc2)n1	1%	i	-2%	0%	?	4%	-20%	?	40
C=CCN(C(=O)CSc1nc2ccsc2c(=O)n1Cc1ccc(C(=O)O)cc1)c1ccccc1	-1%	i	-6%	1%	0%	·	·	·	63
O=C(c1ccccc1)c1cccc(NC(=O)c2ccc(Br)o2)c1	-21%	i	-24%	2%	?	14%	56%[activator]	?	-64*
Cc1ccc(NC(=O)/C(C#N)=C/c2ccc(Sc3nc(C)cc(C)n3)o2)cc1	7%	i	-1%	-1%	3%	-5%	-3%	-2%	11
NC(=O)CN1CCOCCOCCN(CC(N)=O)CCOCC1	1%	i	0%	8%	8%	7%	-1%	2%	18
CN(CCNC(=O)CCCOc1cc(=O)n(C)c2ccccc12)Cc1ccccc1	11%	i	7%	2%	-1%	0%	20%	?	-24
CC(NC(=O)CN(C)Cc1cccc(Cl)c1)c1ccccc1 (centres undefined)	-3%	i	-1%	0%	5%	-12%	-6%	4%	-17
COc1cc(/C=C/C(=O)OCC(=O)Nc2ccc([N+](=O)[O-])cc2)ccc1O	0%	·	2%	0%	-3%	-4%	·	21%	0
O=C(NCCCCl)C1CC(=O)N(CCc2ccc(F)cc2)C1 (centres undefined)	17%	i	1%	-3%	?	?	6%	-2%	-12
CCOc1cc(-c2nc(-c3ccc(OC)cc3)no2)cc(OCC)c1OCC	10%	i	13%	0%	-3%	-3%	-7%	23%	-17
CCn1ccnc1CN(C)C(=O)CC1C(=O)NCCN1Cc1c(F)cccc1Cl (centres undefined)	6%	i	19%	11%	?	-4%	30%	0%	33
O=C(COC(=O)CCCc1nc2ccccc2s1)NC(=O)NCc1ccco1	6%	i	3%	-3%	17%	-9%	4%	-1%	13
Cc1cccc(N2CC(=O)N(c3cccc(C)c3)CC2=O)c1	17%	i	1%	1%	-15%	0%	-9%	1%	23
O=C(COC(=O)Cc1ccccc1F)Nc1cc(S(=O)(=O)N2CCOCC2)ccc1N1CCCC1	-3%	1µM*	0%	2%	17%	0%	3%	-3%	0
c1ccc(-c2cc(N3CCCCC3)c3ccccc3n2)cc1	3%	i	-17%	-8%	-23%	2%	?	?	-26
CCC(CC)C1C(C#N)=C(N)Oc2cc(C)oc(=O)c21 (centres undefined)	7%	i	-1%	0%	-6%	-9%	0%	17%	-4
COc1cc(Cn2c3ccc(NC(=O)CCc4cccnc4)cc3c(=O)n2C)ccc1F	0%	i	-9%	0%	5%	·	-4%	·	0
Cc1n[nH]c(=O)c2c(NC(=O)CSc3nc4ccccc4c(=O)n3CCCO)oc(C)c12	-21%	i	-17%	16%	0%	-6%	32%	-5%	6
COc1cc2c(c(OC)c1CC=C(C)C)C[C@H](c1ccc(O)cc1O)CO2	0%	?	-8%	0%	-10%	2%	-5%	16µM*	-18
Cc1ccc(S(=O)(=O)N(C)c2ccc(OC(=O)c3cc(=O)[nH]c4ccccc34)cc2)cc1	15%	i	0%	0%	-3%	2%	-22%	-11%	30
Cc1sc2ncn(CC(=O)N3CCN(c4ccccc4F)CC3)c(=O)c2c1S(=O)(=O)N1CCN(c2ncccn2)CC1	·	i	·	-1%	15%	·	5%	·	·
CCn1cc(C(=O)N2CCN(c3cc(C)ccc3C)CC2)c(=O)c2cc(S(=O)(=O)N3CCOCC3)ccc21	·	i	·	-18%	7%	·	6%	·	·
CCC1CCCCN1Cc1nc2c(c(=O)n(C)c(=O)n2C)n1Cc1ccccc1 (centres undefined)	26%	i	0%	-10%	?	-2%	6%	-8%	17
CC(C)OCCCN(Cc1ccco1)C(=O)c1cc2c(s1)-c1ccccc1OC2	·	?	·	16µM*	9.2µM*	·	?	·	·
O=C(CSc1nnc(-c2cccnc2)o1)OC1CCCCC1	15%	i	14%	0%	9%	-7%	7%	?	26
COc1ccc(S(=O)(=O)Oc2ccc3c(c2)O/C(=C\c2cccnc2)C3=O)cc1	0%	i	14%	7%	0%	12%	?	-2%	0
